Compound activity as filed in PubChem BioAssay.
TRPC4 agonist = TRPC4 (mouse) channel activation; 310,000 tested, 0.49% active; Q9QUQ5; HEK293 TRPC4beta/mu-opioid, Fluo4 calcium fluorescence; stronger effect = higher value; B-score at 10 µM; AID 2237;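 active = B-score above 5 SD of library B-scores, and initial fluorescence ratio not above library mean plus 5 SD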;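 note: positive B-score marks a calcium rise read as TRPC4 activation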
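Assay system – TRPC4beta and mu-opioid receptor HEK293 stable cells · Measured by – Fluo4 fluorescence, kinetic · Schedule – dye loading 45 min room temperature, 110 s kinetic read · Read-out – B-scored integrated calcium fluorescence ratio · Controls – buffer and maximal DAMGO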
TRPC6 inhibitor = blocks the mouse TRPC6 cation channel | 310,000 tested, 1.1% active | B-score at 10 µM | Q61143 | HEK293-TRPC6, membrane potential dye, ACh-evoked depolarization; stronger effect = lower value;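 active = B-score under library mean minus 3 SD, initial fluorescence not abnormally high, positive integrated signal ratio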;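 note: B-score derived from integrated fluorescence ratio over the kinetic read; more negative B-score means stronger inhibition of depolarization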
TRPC4 block = TRPC4 (mouse) channel inhibition. B-score at 10 µM. HEK293 TRPC4beta/mu-opioid, DAMGO-evoked Fluo4 calcium flux; stronger effect = lower value. 300,000 tested, 0.39% active;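 active = B-score over 3 SD under the library average, no early fluorescence shift, positive overall ratio signal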
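material = TRPC4beta/mu-opioid receptor HEK293 cell line | probe or stimulus = sequential submaximal and maximal DAMGO stimulation | compound dosing = one concentration per compound | measured by = Fluo4 Ca2+ flux fluorescence | evaluation = integrated fluorescence ratio relative to baseline, converted to per-well B score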
SKKanGAS inh = inhibitors of SKKanGAS S. pyogenes growth in kanamycin (SK-promoter or general growth effect) | BacTiter-Glo, 6 h | inhibition, % at 7.5 µM | 300,000 tested, 1.3% active;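 active = mean replicate score, as percent of positive control median, at least 50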;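 note: strain carries kanamycin resistance gene driven by streptokinase promoter and grows in 40 µg/ml kanamycin; loss of luminescence reflects streptokinase promoter inhibition or plain growth inhibition; 0% = median of DMSO wells and 100% = positive control at its reference dose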
MrgX1 antag = human MrgX1 receptor antagonism, primary screen | Q96LB2 | MRGX1-HEK293 calcium flux, Fluo-4, BAM8-22 antagonism; stronger effect = lower value | B-score at 10 µM | 310,000 tested, 1.3% active | AID 588676;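 active = calcium-response B-score plate-corrected more than 3 library SD below zero, starting fluorescence within 5 deviations, no agonist response on first addition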;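 note: peak minus trough fluorescence over baseline after final BAM8-22 challenge near maximal dose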
Target sequence (Q96LB2 whole entry, looked up): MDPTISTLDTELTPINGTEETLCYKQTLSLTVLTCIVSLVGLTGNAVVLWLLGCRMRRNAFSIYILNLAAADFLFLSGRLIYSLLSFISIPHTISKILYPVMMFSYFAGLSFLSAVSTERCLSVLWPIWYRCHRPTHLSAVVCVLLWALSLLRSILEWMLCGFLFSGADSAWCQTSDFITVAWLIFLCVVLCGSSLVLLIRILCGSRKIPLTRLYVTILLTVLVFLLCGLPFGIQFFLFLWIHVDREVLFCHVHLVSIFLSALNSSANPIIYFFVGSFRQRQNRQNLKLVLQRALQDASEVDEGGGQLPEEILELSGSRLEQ
aSyn UTR inh = 5' untranslated region of α-synuclein, MLPCN primary screen; alpha-synuclein 5'UTR reporter, inhibitor activity; 300,000 tested, 0.82% active; inhibition, % (tested at 7.5 µM); AID 1813; in the data active = inhibition above about 60%;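 note: H4 neuroglioblastoma cells stably carrying SNCA 5'UTR luciferase fusion; 0% = DMSO wells and 100% = positive control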
TRPC6 activator = mouse TRPC6 channel activation. HEK293-TRPC6 membrane potential dye fluorescence; stronger effect = higher value. B-score at 10 µM. 310,000 tested, 0.13% active;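 active = B-score of the integrated fluorescence ratio above library mean plus 3 SD, and starting fluorescence ratio within library mean plus 5 SD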;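 note: higher score means more depolarization so channel activation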
HIF act = HIF pathway transcriptional activation. U2OS HRE-luciferase reporter, luminescence; normalized: DMSO 0%, desferrioxamine 100%. activation, % at 7.5 µM (by protocol). 300,000 tested, 0.32% active. AID 1910;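 active = mean activation of at least 10% of the iron chelator positive control signal, with at least half of replicates also reaching 10%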
TRPC4 PAM = allosteric potentiators of mouse TRPC4 channel; HEK293 TRPC4beta/mu-opioid, DAMGO EC20, Fluo-4 Ca2+ flux; stronger effect = higher value; B-score at 10 µM; 310,000 tested, 0.42% active; AID 2227;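 active = B-score of calcium response area above 5 SD of library B-scores, with initial fluorescence ratio within 5 SD of library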;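 note: B-score of integrated fluorescence ratio over time as area under calcium response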
KLF5 inh = inhibitors of KLF5 expression; 290,000 tested, 0.23% active; DLD-1 KLF5 promoter-luciferase reporter, luminescence; inhibition, % at 5 µM;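 active = inhibition above a per-plate limit of that plate's mean compound inhibition plus 3 SD, cut at about 60% in these data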;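 note: 0% = DMSO wells and 100% = LY294002 at 200 µM; higher means less KLF5 promoter-driven luciferase light; inactives centre near -14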
IEC-6 tox = kills IEC-6 intestinal cells in KLF5 counter-screen | IEC-6 cytotoxicity, luminescence viability | inhibition, % at 5 µM | 290,000 tested, 0.78% active; in the data active = inhibition above about 22%;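 note: 0% = plate median of test compound wells and 100% = cytotoxic reference compound wells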
Starred values were filed as active, the others as inactive.

How did O=C(CCc1nnc(-c2ccc3c(c2)OCO3)o1)NC(c1cccnc1)C(F)(F)F (stereo unspecified) do in these assays?
TRPC4 agonist: inactive; TRPC6 inhibitor: inactive; TRPC4 block: inactive; SKKanGAS inh: 1; MrgX1 antag: inactive; TRPC6 activator: inactive; TRPC4 PAM: inactive; KLF5 inh: -8; IEC-6 tox: 3

Results for COCCNC(=O)CN(c1ccc(OC)c(OC)c1)S(=O)(=O)c1ccc(C)cc1 ?
TRPC4 agonist: inactive; TRPC6 inhibitor: inactive; TRPC4 block: inactive; SKKanGAS inh: -2; MrgX1 antag: inactive; aSyn UTR inh: 3; TRPC6 activator: inactive; HIF act: 0.4; TRPC4 PAM: inactive; KLF5 inh: -38; IEC-6 tox: -5

How did CC(C)CN(C(=O)c1ccc2c(c1)OCCO2)c1c(N)n(Cc2ccccc2)c(=O)[nH]c1=O do in these assays?
TRPC4 agonist: inactive; TRPC6 inhibitor: inactive; TRPC4 block: inactive; SKKanGAS inh: 1; MrgX1 antag: inactive; aSyn UTR inh: 6; TRPC6 activator: inactive; HIF act: 0.1; TRPC4 PAM: inactive

What do the screens show for `CCOc1ccccc1N1CCN(CC(=O)NC(=O)NCc2ccco2)CC1`?
TRPC4 agonist: inactive; TRPC6 inhibitor: inactive; TRPC4 block: inactive; SKKanGAS inh: -1; MrgX1 antag: inactive; aSyn UTR inh: -33; TRPC6 activator: inactive; HIF act: -0.1; TRPC4 PAM: inactive; KLF5 inh: -1; IEC-6 tox: 4

How did Cc1ccc2cc(S(=O)(=O)NCCC(=O)O)ccc2c1 do in these assays?
TRPC4 agonist: inactive; TRPC6 inhibitor: inactive; SKKanGAS inh: 2; MrgX1 antag: inactive; aSyn UTR inh: 17; TRPC6 activator: inactive; HIF act: -0.4; TRPC4 PAM: inactive; KLF5 inh: -20; IEC-6 tox: -2

What do the screens show for `CC1CCN(S(=O)(=O)c2ccc(C(=O)Nc3ccccc3-c3nc4ccccc4[nH]3)cc2)CC1`?
TRPC4 agonist: inactive; TRPC6 inhibitor: inactive; TRPC4 block: inactive; SKKanGAS inh: 3; MrgX1 antag: inactive; aSyn UTR inh: 24; TRPC6 activator: inactive; HIF act: -0.9; TRPC4 PAM: inactive; KLF5 inh: 4; IEC-6 tox: 2

What do the screens show for `Cc1ccccc1C(=O)NNC(=O)c1cccc([N+](=O)[O-])c1`?
TRPC4 agonist: inactive; TRPC6 inhibitor: inactive; TRPC4 block: inactive; SKKanGAS inh: -1; MrgX1 antag: inactive; aSyn UTR inh: -11; TRPC6 activator: inactive; HIF act: 0.0; TRPC4 PAM: inactive; KLF5 inh: -30; IEC-6 tox: 12

How did O=C(CCCNC(=O)c1ccc(Cl)cc1)NCc1ccc(F)cc1 do in these assays?
TRPC4 agonist: inactive; TRPC6 inhibitor: inactive; TRPC4 block: inactive; SKKanGAS inh: -5; MrgX1 antag: inactive; aSyn UTR inh: 25; TRPC6 activator: inactive; HIF act: 0.3; TRPC4 PAM: inactive; KLF5 inh: -32; IEC-6 tox: 2

What do the screens show for `COc1cccc2c(=O)c(C(=O)O)c[nH]c12`?
TRPC4 agonist: inactive; TRPC6 inhibitor: inactive; TRPC4 block: inactive; SKKanGAS inh: -16; MrgX1 antag: inactive; aSyn UTR inh: -2; TRPC6 activator: inactive; HIF act: -0.3; TRPC4 PAM: inactive; KLF5 inh: -71; IEC-6 tox: 5

What do the screens show for `CCN(CC(=O)NC(C)(C)C)C(=O)c1ccc2c(c1)S(=O)(=O)c1ccccc1C2=O`?
TRPC4 agonist: inactive; TRPC6 inhibitor: inactive; TRPC4 block: inactive; SKKanGAS inh: -2; MrgX1 antag: inactive; aSyn UTR inh: 2; TRPC6 activator: inactive; HIF act: -0.1; TRPC4 PAM: inactive; KLF5 inh: 9; IEC-6 tox: 4

How did Cc1cc(Cl)ccc1OCC(=O)NCCOC(=O)Nc1sc(=S)n(C)c1C do in these assays?
TRPC4 agonist: inactive; TRPC6 inhibitor: inactive; TRPC4 block: inactive; SKKanGAS inh: -14; MrgX1 antag: inactive; aSyn UTR inh: -12; TRPC6 activator: inactive; HIF act: 0.2; TRPC4 PAM: inactive; KLF5 inh: 8; IEC-6 tox: -1

What do the screens show for `Cc1cc([N+](=O)[O-])nn1CC(=O)c1ccccc1`?
TRPC4 agonist: inactive; TRPC6 inhibitor: inactive; TRPC4 block: inactive; SKKanGAS inh: 1; MrgX1 antag: inactive; aSyn UTR inh: -20; TRPC6 activator: inactive; HIF act: -1.1; TRPC4 PAM: inactive; KLF5 inh: -29; IEC-6 tox: -6

How did CC1(C)CC(=O)c2c(n(S(=O)(=O)c3ccccc3)c3ccc(NS(=O)(=O)c4ccccc4)cc23)C1 do in these assays?
TRPC4 agonist: inactive; TRPC6 inhibitor: inactive; TRPC4 block: inactive; SKKanGAS inh: 21; MrgX1 antag: inactive; aSyn UTR inh: 26; TRPC6 activator: inactive; HIF act: -4.1; TRPC4 PAM: inactive; KLF5 inh: 1; IEC-6 tox: 3

What do the screens show for `COc1cccc(OC)c1C(=O)Nc1nc2ccc([N+](=O)[O-])cc2s1`?
TRPC4 agonist: inactive; TRPC6 inhibitor: inactive; TRPC4 block: inactive; SKKanGAS inh: 13; MrgX1 antag: inactive; aSyn UTR inh: 9; TRPC6 activator: inactive; HIF act: -0.1; TRPC4 PAM: inactive; KLF5 inh: 3; IEC-6 tox: -8

Results for COc1ccccc1C1(CCNS(=O)(=O)c2ccc(C)cc2)CCOC(C(C)C)C1 (stereo unspecified) ?
TRPC4 agonist: inactive; TRPC6 inhibitor: inactive; TRPC4 block: inactive; SKKanGAS inh: -5; MrgX1 antag: inactive; aSyn UTR inh: -16; TRPC6 activator: inactive; HIF act: -0.4; TRPC4 PAM: inactive; KLF5 inh: -17; IEC-6 tox: -4

Results for Cc1cc(S(=O)(=O)NCc2ccco2)c(C)cc1Cl ?
TRPC4 agonist: inactive; TRPC6 inhibitor: inactive; TRPC4 block: inactive; SKKanGAS inh: 7; MrgX1 antag: inactive; aSyn UTR inh: 6; TRPC6 activator: inactive; HIF act: 0.5; TRPC4 PAM: inactive; KLF5 inh: -17; IEC-6 tox: 0

Results for C[C@H]1[C@@H](OC(=O)CCC(=O)O)O[C@@H]2OC3(C)CC[C@H]4[C@H](C)CC[C@@H]1[C@@]24OO3 ?
TRPC4 agonist: inactive; TRPC6 inhibitor: inactive; TRPC4 block: inactive; SKKanGAS inh: 4; MrgX1 antag: inactive; aSyn UTR inh: 54; TRPC6 activator: inactive; HIF act: 1.3; TRPC4 PAM: inactive

What do the screens show for `CC(C)CNS(=O)(=O)c1ccc(CCC(=O)NCc2ccco2)cc1`?
TRPC4 agonist: inactive; TRPC6 inhibitor: inactive; TRPC4 block: inactive; SKKanGAS inh: -1; MrgX1 antag: inactive; aSyn UTR inh: 12; TRPC6 activator: inactive; HIF act: -0.2; TRPC4 PAM: inactive; KLF5 inh: -3; IEC-6 tox: -2

Results for Cc1ccc(-c2nc(C#N)c(NCC3CCCO3)o2)cc1 (stereo unspecified) ?
TRPC4 agonist: inactive; TRPC6 inhibitor: inactive; TRPC4 block: inactive; SKKanGAS inh: -8; MrgX1 antag: inactive; aSyn UTR inh: -88; TRPC6 activator: inactive; HIF act: 4.8; TRPC4 PAM: inactive; KLF5 inh: -59; IEC-6 tox: -9

Results for CCCCCC(=O)Nc1ccc(S(=O)(=O)Nc2cc(OC)nc(OC)n2)cc1 ?
TRPC4 agonist: inactive; TRPC6 inhibitor: inactive; TRPC4 block: inactive; SKKanGAS inh: 2; MrgX1 antag: inactive; aSyn UTR inh: -13; TRPC6 activator: inactive; HIF act: -0.8; TRPC4 PAM: inactive; KLF5 inh: -27; IEC-6 tox: 2

What do the screens show for `CCCC(c1nnnn1Cc1ccc2c(c1)OCO2)N1CCC(C(N)=O)CC1` (stereo unspecified)?
TRPC4 agonist: inactive; TRPC6 inhibitor: inactive; TRPC4 block: inactive; SKKanGAS inh: -12; MrgX1 antag: inactive; aSyn UTR inh: 3; TRPC6 activator: inactive; HIF act: 0.0; TRPC4 PAM: inactive; KLF5 inh: -9; IEC-6 tox: -6

How did O=C(CCc1ccccc1)Nc1cccc(-c2nnc(-c3ccco3)o2)c1 do in these assays?
TRPC4 agonist: inactive; TRPC6 inhibitor: inactive; TRPC4 block: inactive; SKKanGAS inh: -3; MrgX1 antag: inactive; aSyn UTR inh: -74; TRPC6 activator: inactive; HIF act: 0.4; TRPC4 PAM: inactive; KLF5 inh: -47; IEC-6 tox: 6

How did COc1ccccc1Nc1cc(C(=O)NC2CCCC2)c2ccccc2n1 do in these assays?
TRPC4 agonist: inactive; TRPC6 inhibitor: inactive; TRPC4 block: inactive; SKKanGAS inh: 9; MrgX1 antag: inactive; aSyn UTR inh: 8; TRPC6 activator: inactive; HIF act: -0.1; TRPC4 PAM: inactive; KLF5 inh: -12; IEC-6 tox: 2

What do the screens show for `CC(=O)Nc1ccc2nc(-c3ccncc3)[nH]c2c1`?
TRPC4 agonist: inactive; TRPC6 inhibitor: inactive; TRPC4 block: inactive; SKKanGAS inh: 13; MrgX1 antag: inactive; aSyn UTR inh: -4; TRPC6 activator: inactive; HIF act: 0.5; TRPC4 PAM: inactive; KLF5 inh: -9; IEC-6 tox: 1

Results for CC(C)(C)c1ccc(C(=O)NNC(=O)C(=O)N2CCCCC2)cc1 ?
TRPC4 agonist: inactive; TRPC6 inhibitor: inactive; TRPC4 block: inactive; MrgX1 antag: inactive; aSyn UTR inh: 22; TRPC6 activator: inactive; HIF act: -0.2; TRPC4 PAM: inactive; KLF5 inh: -24; IEC-6 tox: 1

What do the screens show for `Cn1c(=O)c(C(=O)NNC(=O)c2ccc(Br)cc2)c(O)c2ccccc21`?
TRPC4 agonist: inactive; TRPC6 inhibitor: inactive; TRPC4 block: inactive; SKKanGAS inh: 92*; MrgX1 antag: inactive; aSyn UTR inh: 18; TRPC6 activator: inactive; HIF act: -0.4; TRPC4 PAM: inactive; KLF5 inh: -16; IEC-6 tox: -2

How did CCNCCNC(=O)c1c(O)c2cccc3c2n(c1=O)CCC3 do in these assays?
TRPC4 agonist: inactive; TRPC6 inhibitor: inactive; TRPC4 block: inactive; SKKanGAS inh: -2; MrgX1 antag: inactive; aSyn UTR inh: -4; TRPC6 activator: inactive; HIF act: -1.7; TRPC4 PAM: inactive; KLF5 inh: -13; IEC-6 tox: -2
